Compound activity (PubChem BioAssay)
PLAP inhibition = PLAP enzyme inhibitors, biochemical, luminescence, HTS (AID 690); purified PLAP, luminescent substrate; higher % means a stronger effect; 96,000 tested, 0.08% active; inhibition, % at 20 µM; hits with a dose series show IC50 in µM; in the data active = a potency from the dose series; inactive = the rest, 99 in 100 with inhibition below about 30%; also: strong numbers were not always called active
MRP resist rev = MRP-mediated drug resistance reversal | H69AR cells + 2 uM doxorubicin, CellTiter-Glo, 72 h | differential viability (reversal), % at 10 µM | 85,000 tested, 0.04% active;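 active = viability drop by adding the cancer drug above about 55%, with treated viability meeting a 40% cutoff, limit read from the data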;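 also: viability without doxorubicin minus viability with 2 µM doxorubicin for each compound; larger differential means the compound sensitizes cells more to doxorubicin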
NFkB transloc pot = enhances IL-1B driven NFkB nuclear translocation. HUVEC IL-1B NFkB p65 nuclear translocation imaging. activation, % at 2 µM. 94,000 tested, 0.3% active;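 active = activation above 40%, about the mean plus 3 SD, also judged a hit on visual image review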;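 also: percent activation is computed from the nuclear over cytoplasmic p65 intensity ratio; values of inactives mirror those of a sister screen read the other way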
Bcl-B displacement = displacers of TR3 peptide from Bcl-B, primary screen, selectivity assay for Bfl-1 inhibitor project, biochemical, fluorescence polarization; FP displacement of FITC-TR3 peptide from Bcl-B; higher % means a stronger effect; 96,000 tested, 0.11% active; displacement, % at 20 µM, or IC50 in µM where a hit was titrated;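 active = displacement above 50% at 20 µM plus a fluorescence interference ratio under 1.5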;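 also: plate controls were wells without compound for no effect and wells lacking Bcl-B protein for full effect; a part of the inactive calls stands beside numbers as strong as those of hits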
IL1B NFkB inh = blocks IL-1B driven NFkB nuclear translocation in HUVEC cells; HUVEC IL-1B NFkB p65 nuclear translocation imaging; inhibition, % at 2 µM; 94,000 tested, 0.43% active; AID 796;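 active = inhibition above about 30% together with a positive call from visual inspection of the well image, limit read from the data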;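 also: nuclear over cytoplasmic p65 intensity ratio measured by imaging; 0% = IL-1B stimulated DMSO wells and 100% = unstimulated DMSO wells; values of inactives mirror those of a sister screen read the other way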
MRP resist rev cytotoxicity = also measured in MRP resist rev; calls as there; viability, %; H69AR cells, CellTiter-Glo, 72 h; measured here: cytotoxicity without doxorubicin
MRP resist rev with doxorubicin = recorded beside MRP resist rev, whose call it bears; viability, %; measured here: viability with 2 uM doxorubicin; hits give low values
IL1B NFkB inh cell count 2 µM = also measured in IL1B NFkB inh; calls as there; cell count; measured here: cells passing quality filter;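 raw number of nuclei counted in each imaged well without normalization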
NFkB transloc pot cell count 2 µM = further read-out of NFkB transloc pot, marked with its call; cell count; measured here: cells passing quality filter
An asterisk follows results filed as active; nt = not tested or not shown.

Under each structure – PLAP inhibition, MRP resist rev, MRP resist rev cytotoxicity, MRP resist rev with doxorubicin, NFkB transloc pot, NFkB transloc pot cell count 2 µM, Bcl-B displacement, IL1B NFkB inh, IL1B NFkB inh cell count 2 µM
- Cc1onc(-c2ccccc2)c1C(=O)Nc1nc(-c2cc(F)ccc2F)cs1
→ 11%, -2, 49, 51, -2, 204, -3%, 2, 204
- CC1CCCN(c2nc3ccccc3nc2C(C#N)S(=O)(=O)c2ccccc2)C1 (stereo unspecified)
→ -12%, -11, 58, 69, 3, 155, 14%, -3, 155
- O=C1C(c2ccc(F)cc2)N(Cc2ccc3c(c2)OCO3)C(=O)CN1C1CCCCCC1 (stereo unspecified)
→ 11%, 15, 89, 73, nt, nt, 0%, nt, nt
- O=S(=O)(c1cccc2cccnc12)N1CCN(c2ccccc2)CC1
→ -53%, 11, 97, 87, 1, 177, -1%, 0, 177
- COc1cc(C(c2c(C)[nH][nH]c2=O)c2c(C)[nH][nH]c2=O)ccc1OC(=O)c1cccc([N+](=O)[O-])c1
→ -24%, nt, nt, nt, -2, 154, 1%, 2, 154
- COC(=O)CCC(=O)NC(=S)Nc1cc(Cl)ccc1Cl
→ 14%, nt, nt, nt, 2, 135, 4%, -2, 135
- CC(C)CN(CC(C)C)S(=O)(=O)N1CCC(C(=O)NCc2cccs2)CC1
→ -9%, 14, 88, 74, 1, 126, -5%, -2, 126
- O=C(Nc1ccc(-c2noc(CCc3ccccc3)n2)cc1)c1ccco1
→ -14%, 0, 77, 78, nt, nt, -16%, nt, nt
- Cc1onc(-c2ccccc2Cl)c1C(=O)Nc1ccc(-n2nncc2C(C)(C)C)cc1
→ 3%, nt, nt, nt, -6, 95, -6%, 6, 95
- CCOn1c(SCC)nc2ccccc2c1=O
→ 2%, 16, 100, 85, 12, 194, 6%, -12, 194
- CN(CCO)c1ccc([N+](=O)[O-])cc1C(=O)O
→ 29%, nt, nt, nt, 1, 63, 5%, -1, 63
- COc1ccc(C)cc1NC(=O)CSc1nnc(-c2ccco2)n1N
→ -9%, 2, 88, 86, 29, 65, -10%, -28, 65
- COc1cc(C2c3c(-c4cc(Cl)c(C)cc4O)n[nH]c3C(=O)N2Cc2cccnc2)ccc1O (stereo unspecified)
→ -4%, 2, 86, 84, 7, 139, 0%, -7, 139
- C#CCOC(=O)c1ccccc1C(=O)OCC#C
→ 1%, 16, 106, 90, -1, 175, 2%, 1, 175
- Cn1c(=O)[nH]c(=O)c2c1nc(Br)n2CCC(=O)c1ccccc1
→ -45%, 14, 90, 76, 4, 144, -3%, -4, 144
- O=C(CSc1ncnc2c1oc1ccccc12)Nc1cccc(C(F)(F)F)c1
→ 18%, 1, 17, 15, -8, 154, 0%, 8, 154
- CC(C)c1ccc(/C=N/NC(=O)CN(c2cccc(Cl)c2Cl)S(C)(=O)=O)cc1
→ -10%, nt, nt, nt, 2, 175, -15%, -2, 175
- CC(C)Cn1c(-c2ccco2)n[nH]c1=S
→ 4%, 14, 106, 91, 7, 166, -8%, -7, 166
- Cc1ccccc1NC(=O)Nc1cccs1
→ -6%, 8, 97, 89, nt, nt, 5%, nt, nt
- CN(C)c1nc(SCc2ccccc2)nc(N2CCOCC2)n1
→ -23%, -8, 89, 97, -19, 151, -1%, 19, 151
- NC(=O)CCc1c[nH]c2ccccc12
→ 3%, 4, 89, 86, -12, 65, 0%, 12, 65
- Cc1ccc(-c2cc(=O)[nH]c3ccccc23)cc1
→ nt, 23, 95, 72, 6, 154, nt, -6, 154
- Nc1[nH]ncc1N=Nc1ccc(Cl)cc1
→ -53%, nt, nt, nt, 21, 166, -1%, -21, 166
- COc1ccc(NC(=O)CSc2nc3ccccc3c(=O)n2CCNC(C)=O)cc1
→ 1%, 17, 97, 81, -3, 153, -1%, 3, 153
- Cc1ccc(C2CC(=O)NC(SCC(=O)OCc3ccccc3)=C2C#N)o1 (stereo unspecified)
→ -15%, -24, 24, 49, 18, 44, 6%, -18, 44
- COc1ccccc1-c1ccc(NC2CCCC2)nn1
→ nt, 16, 70, 54, 1, 91, nt, -1, 91
- Cc1cc(C(=O)CSc2nnc(-c3cccnc3)n2-c2ccccc2)c(C)n1CC1CCCO1 (stereo unspecified)
→ -61%, nt, nt, nt, 1, 153, 9%, -1, 153
- CCn1c(CC(=O)Nc2cccc(Cl)c2Cl)nnc1SCCOc1ccc(OC)cc1
→ -39%, -8, 75, 83, 9, 115, -10%, -9, 115
- Cc1ccc(-c2cc(C(F)F)n3ncc(C(=O)NCc4ccco4)c3n2)cc1
→ 17%, 5, 57, 51, 0, 190, 0%, 0, 190
- CC(C)CNC(=O)C1CC(=O)OC12CCCCC2 (stereo unspecified)
→ -4%, -2, 110, 112, 11, 138, -6%, -11, 138
- O=S(=O)(/C=C/c1ccccc1)N1CCN(c2ccc(F)cc2)CC1
→ 0%, 13, 95, 82, nt, nt, -10%, nt, nt
- COc1cc2c(cc1OC)C(c1ccncc1)CC(=O)N2 (stereo unspecified)
→ -23%, 15, 112, 97, -2, 139, -6%, 2, 139
- O=C1C2ON(c3ccccc3)C(c3ccncc3)C2C(=O)N1c1ccc(Br)cc1 (stereo unspecified)
→ -42%, 2, 89, 87, 17, 130, -3%, -17, 130
- O=S1(=O)CCN2C=C(Br)C=C(Br)C2=N1
→ -5%, 17, 102, 85, 7, 157, 0%, -7, 157
- Cc1noc(C)c1COC(=O)c1ccc(-c2nc3ccccc3s2)s1
→ 16%, -2, 86, 88, 11, 103, -1%, -11, 103
- CCOC(=O)c1c(-c2ccccc2)csc1NC(=S)NC(=O)c1ccccc1
→ -11%, nt, nt, nt, -14, 129, -1%, 14, 129
- Cc1ccccc1-c1nc(S(=O)(=O)c2ccc(Br)cc2)c(NCc2cccnc2)o1
→ -73%, -11, 50, 61, -11, 180, 7%, 11, 180
- CCOC(=O)c1c(CN2CCOCC2)n(-c2ccccc2)c2cc(Br)c(O)cc12
→ -37%, 20, 65, 44, 15, 163, -17%, -15, 163
- COCCNC(=O)C1CC(=O)N(C2CCCC2)C1 (stereo unspecified)
→ -18%, 30, 98, 68, 9, 146, -2%, -9, 146
- Cc1cc(C)cc(CSc2nnc(C)c(=O)[nH]2)c1
→ 9%, 11, 85, 75, -7, 123, -5%, 7, 123
- COc1ccccc1C(=O)Nc1cc(Cl)ccc1O
→ -3%, -10, 87, 97, nt, nt, -4%, nt, nt
- CCCCN(C)CCCNC(=O)c1ccc(N2CCCC2=O)cc1
→ 19%, -9, 92, 101, -6, 138, -6%, 6, 138
- O=C(/C=C/c1ccccc1)NC(NC(=S)Nc1cc(Cl)ccc1Cl)C(Cl)(Cl)Cl (stereo unspecified)
→ 7%, nt, nt, nt, -4, 149, -4%, 4, 149
- COc1cc(-c2nnc3sc(C4CCCCC4)nn23)cc(OC)c1OC
→ -46%, nt, nt, nt, 18, 129, -2%, -18, 129
- c1cc(C(c2nnnn2C2CCCCC2)N2CCN3CCCC3C2)ccn1 (stereo unspecified)
→ nt, nt, nt, nt, 21, 142, nt, -20, 142
- CCOc1ccc(-c2nnc(-c3snc(-c4ccc(F)cc4)c3N=CN(C)C)o2)cc1
→ -18%, -7, 67, 74, nt, nt, -7%, nt, nt
- c1ccc(-c2ccn3nnnc3n2)cc1
→ nt, 9, 94, 85, 1, 181, nt, -1, 181
- c1ccc(-c2cn3c4c(sc3n2)CCCC4)cc1
→ -22%, -34, 21, 55, nt, nt, -1%, nt, nt
- CCc1ccc2c(CN3CCc4ccccc43)cc(=O)oc2c1
→ -2%, 21, 85, 64, -2, 143, -10%, 2, 143
- Cc1nnc(Nc2ccc3c(c2)OCO3)c2ccccc12
→ 36%, 2, 78, 76, 7, 94, 8%, -7, 94
- COC(=O)c1ccccc1NC(=O)CN1C(=O)CSC1=O
→ 3%, -2, 99, 101, nt, nt, -8%, nt, nt
- Cc1cc(=O)c2cc(Cl)ccc2[nH]1
→ -16%, -20, 67, 87, -12, 181, -1%, 12, 181
- O=C(CSCc1cnn(-c2ccccc2)c1-n1cccc1)NCCN1CCOCC1
→ -56%, 8, 95, 88, 22, 185, -1%, -22, 185
- N#Cc1cn(CCOc2ccccc2F)c2ccccc12
→ 11%, 15, 80, 65, 8, 171, -2%, -8, 171
- Cc1cc(=O)[nH]c(COc2ccccc2)n1
→ -17%, 14, 111, 97, 31, 134, -2%, -31, 134
- O=C(CCNS(=O)(=O)c1cccs1)Nc1ccccc1F
→ nt, nt, nt, nt, 26, 137, nt, -26, 137
- O=C(c1ccco1)N1CCN(S(=O)(=O)c2ccc(Br)s2)CC1
→ 18%, 17, 95, 77, 3, 118, -6%, -3, 118
- CCOC(=O)c1c(C)c(C(=O)NCc2ccccn2)c(C)n1C
→ -1%, 12, 93, 80, 15, 129, -16%, -15, 129
- Cc1ccc(CNC(=O)C2CCCN(S(=O)(=O)c3cccnc3)C2)cc1 (stereo unspecified)
→ 12%, -5, 67, 72, 7, 132, -9%, -7, 132
- CC(=O)OC(/C(O)=C(\C#N)c1nc2ccccc2[nH]1)c1ccccc1 (stereo unspecified)
→ -47%, -12, 70, 82, 11, 219, 9%, -12, 219

Record cards (already shown). Order of values: PLAP inhibition | MRP resist rev | MRP resist rev cytotoxicity | MRP resist rev with doxorubicin | NFkB transloc pot | NFkB transloc pot cell count 2 µM | Bcl-B displacement | IL1B NFkB inh | IL1B NFkB inh cell count 2 µM
`CCCCN(C)CCCNC(=O)c1ccc(N2CCCC2=O)cc1` across the screens: 19% | -9 | 92 | 101 | -6 | 138 | -6% | 6 | 138
`COc1ccccc1C(=O)Nc1cc(Cl)ccc1O` across the screens: -3% | -10 | 87 | 97 | nt | nt | -4% | nt | nt

Following part
Under each structure – PLAP inhibition, MRP resist rev, MRP resist rev cytotoxicity, MRP resist rev with doxorubicin, NFkB transloc pot, NFkB transloc pot cell count 2 µM, Bcl-B displacement, IL1B NFkB inh, IL1B NFkB inh cell count 2 µM
- O=C(O)CC(NCc1ccco1)C(=O)OCCc1ccccc1 (stereo unspecified)
→ 7%, nt, nt, nt, -23, 109, -1%, 23, 109
- CC(=O)Nc1ccc(S(=O)(=O)/N=C2\SCCN2S(=O)(=O)c2ccc(NC(C)=O)cc2)cc1
→ nt, nt, nt, nt, -3, 180, -55%, 3, 180
- Cc1cc(C)nc(SC(C)C(=O)O)n1 (stereo unspecified)
→ -19%, 1, 83, 83, 26, 103, 2%, -26, 103
- Cc1ccc(S(=O)(=O)N(CC(=O)N/N=C/c2cccc(C)c2)c2cccc3cccnc23)cc1
→ -1%, nt, nt, nt, 14, 179, -3%, -14, 179
- O=C(N/N=C/c1ccncc1)c1cc2c(ccc3ccccc32)o1
→ 2%, nt, nt, nt, 4, 143, -5%, -4, 143
- CCn1nc(C)c(/C=C2\CCCC3=C2OC(N)=C(C#N)C3c2c(C)nn(CC)c2C)c1C (stereo unspecified)
→ -28%, -8, 80, 87, 16, 185, -50%, -16, 185
- C/C(=N\NC(=O)CSCc1ccccc1Cl)c1cccc(NC(=O)c2ccccc2)c1
→ nt, 2, 50, 48, 12, 108, nt, -12, 108
- CCC(C)C(NC(=O)c1ccccc1NC(=O)c1ccc(OC)cc1)C(=O)NCc1ccco1 (stereo unspecified)
→ -114%, -8, 82, 90, 4, 127, -30%, -4, 127
- NC(=O)C1CCN(CC(=O)NCc2ccccc2)CC1
→ 16%, -6, 99, 106, 9, 168, 3%, -9, 168
- Cc1nc(NS(=O)(=O)c2ccc(Br)cc2)c2c3c(sc2n1)CCC3
→ -13%, -6, 100, 106, 0, 133, -10%, 0, 133

Only part of the results is shown, so the mix of outcomes need not match the whole.
